Screening data deposited in PubChem by Broad Institute.
miR122 inh: blocks miR-122 activity in Huh7 sensor cells; Huh7 miR-122 Renilla luciferase sensor, 48 h; neutral wells = 0, positive control = 100; AID 602342; activation (reporter increase), % at 12.5 µM; 0.3% of 340,000 active;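 active = mean replicate activation score at least 90 and every replicate individually at or above 90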;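 note: higher luciferase means less miR-122 activity so hits act as miR-122 inhibitors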
PGC1a acetyl inh: PGC1a acetylation modulation, inhibitor mode; 0.17% of 350,000 active; inhibition, % at 15.6 µM; AID 651687; U2OS PGC1a acetylation, AlphaScreen anti-acetyl-lysine; with virally co-expressed GCN5 acetyltransferase;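 active = every replicate shows inhibition of at least 40%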;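 note: 0% = neutral control wells and 100% = positive control wells; some results beyond the cut were filed as inactive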
INS-1E GSIS act: primary screen for activators of insulin secretion dependent on glucose, INS-1E cells, GLuc reporter luminescence | 0.61% of 370,000 active | INS-1E GLuc reporter insulin secretion, 2-3 h | activation, % at 16.6 µM | AID 743287;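 active = lowest replicate activation of at least 40%, so every replicate reaches that level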;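 note: 0% = median of neutral control wells and 100% = median of IBMX positive control wells; some compounds called inactive have numbers as strong as hits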
PglD inh: PglD (C. jejuni) enzyme inhibition. AID 602405. inhibition, % at 12.5 µM. purified PglD enzyme, DTNB colorimetric CoA detection. 0.098% of 360,000 active; in the data active = inhibition above about 16%, passing the limit was not always enough; note: strong numbers were not always called active
Statin myotox sup: protects C2C12 myotubes from simvastatin toxicity | ATP luminescence, 48 h; scaled: DMSO 0, geranylgeraniol control 100 | rescue of ATP level, % at 7.49 µM | 0.78% of 330,000 active | AID 602340;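 active = mean ATP rescue above about 67%, or every replicate alone reaching that limit, limit read from the data, passing the limit was not always enough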;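 note: myotubes were challenged with 10 µM simvastatin during compound exposure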
F508del corr: CFTR F508del correction in bronchial cells. CFBE cells, YFP halide quenching; stimulated with forskolin plus potentiator P3; % fluorescence drop versus neutral controls. activity (quench increase), % at 7.58 µM. 0.36% of 350,000 active;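 active = mean added fluorescence quench of at least 8% versus neutral control, with both replicates also reaching 8%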;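 note: cells transiently co-express mutant CFTR-F508del with the halide-sensitive YFP; corrector assay measuring rescue of mutant channel to the surface after 24 h compound exposure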
FN deposit inh: fibronectin deposition inhibition; AH1F fibroblasts, Alexa488-fibronectin deposition fluorescence, overnight; inhibition, % at 12.6 µM; 0.086% of 350,000 active; AID 743247;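 active = mean inhibition across replicates of 30% or more, regardless of how many single replicates reach that level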;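 note: positive control wells lacked labelled fibronectin entirely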
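Assay system: AH1F fibroblasts / Quantity: 10000 cells per well / Medium: DMEM plus 2% serum, read in PBS / Reagent: labelled fibronectin 24 nM / Dosing: single dose, pinned / Times: 1 h cell attachment, overnight exposure to compound and label / Signal: fluorescence, ex 485 nm, em 525 nm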
Cneo AK release: causes C. neoformans cell lysis. adenylate kinase release luminescence, 4 h; normalised: neutral wells 0, clomiphene wells 100. lysis activity, % at 15 µM. 0.2% of 360,000 active. AID 651654;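 active = mean lysis activity across replicates of at least 80%, whatever share of replicates individually reach that level; inactive = mean lysis activity below 80%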
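Assay system: Cryptococcus neoformans yeast cells / Dosing: single-point compound dose / Timing: 4 h at 37 °C static, read 1 h later / Measured by: luminescence of released adenylate kinase using an AK detection reagent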
* marks the source's active call; other numbers are inactive results; nt = no result given; & = joins results of further samples; [ ] = remark or other dose.

A first look, 10 compounds:
1	Cc1cc(C)cc(N(CCC#N)C(=O)CN2C(=O)NC3(CCCC3)C2=O)c1
2	CCCC(=O)Nc1ccc(C(=O)O)cc1NC(=O)CCC
3	O=C([C@@H]1[C@@H](CO)[C@@H]2Cn3c(ccc(-c4ccc(F)cc4)c3=O)[C@@H]2N1Cc1cocn1)N1CCOCC1
4	O=C(Nc1ccccc1)N1CCCCN2[C@H](CO)[C@H](c3ccc(-c4ccccc4F)cc3)[C@H]2C1
5	COCCCNc1oc(/C=C/c2ccccc2)nc1C#N
6	COc1ccc(CN(C)C[C@@H]2Oc3c(NC(=O)Nc4ccc5c(c4)OCO5)cccc3C(=O)N([C@H](C)CO)C[C@H]2C)cc1
7	CCCNC(=O)C[C@@H]1CC[C@@H]2[C@@H](COc3ccc(NC(=O)c4ccccc4)cc3C(=O)N2C)O1
8	COCC(=O)Nc1ccc2c(c1)OC[C@@H](C)N(C(=O)c1ccncc1)C[C@H](C)[C@@H](OC)CN(C)C2=O
9	Cc1csc(NC(=O)CCC(=O)c2cccs2)n1
10	Cc1noc(C)c1S(=O)(=O)Nc1ccc2c(c1)C(=O)N([C@@H](C)CO)C[C@@H](C)[C@@H](CN(C)CC1CCCCC1)OCCCC[C@@H](C)O2
Compound | 1 | 2 | 3 | 4 | 5 | 6 | 7 | 8 | 9 | 10
INS-1E GSIS act | 7 | nt | 2 | -33 | 25 | -18 | -4 | 6 | 6 | 11
FN deposit inh | 1 | -8 | nt | 5 | 7 | nt | 1 | -2 | 13 | 4
PGC1a acetyl inh | 8 | 2 | 6 | 0 | 3 | nt | 6 | 0 | 9 | 85*
Statin myotox sup | -1 | 1 | 11 | nt | -4 | 16 | 2 | -6 | nt | -21&-41
miR122 inh | -3 | -3 | 1[16.7 µM] | 0[16.7 µM] | nt | 14[16.7 µM] | 5[16.7 µM] | 0[16.7 µM] | nt | -7
F508del corr | 0.9 | nt | -2.1 | -1.0 | -1.4 | 0.2 | -0.9 | 0.2 | 0.9 | 0.4&3.0
Cneo AK release | 2 | -3 | -2 | 7 | -15 | -7 | -2 | -1 | nt | 2&1
PglD inh | 13 | 4 | -1 | -2 | 4 | 6 | 2 | 7 | nt | 0&3

Results, from the first entry:
1	Cc1cc(C)cc(N(CCC#N)C(=O)CN2C(=O)NC3(CCCC3)C2=O)c1
2	CCCC(=O)Nc1ccc(C(=O)O)cc1NC(=O)CCC
3	O=C([C@@H]1[C@@H](CO)[C@@H]2Cn3c(ccc(-c4ccc(F)cc4)c3=O)[C@@H]2N1Cc1cocn1)N1CCOCC1
4	O=C(Nc1ccccc1)N1CCCCN2[C@H](CO)[C@H](c3ccc(-c4ccccc4F)cc3)[C@H]2C1
5	COCCCNc1oc(/C=C/c2ccccc2)nc1C#N
6	COc1ccc(CN(C)C[C@@H]2Oc3c(NC(=O)Nc4ccc5c(c4)OCO5)cccc3C(=O)N([C@H](C)CO)C[C@H]2C)cc1
7	CCCNC(=O)C[C@@H]1CC[C@@H]2[C@@H](COc3ccc(NC(=O)c4ccccc4)cc3C(=O)N2C)O1
8	COCC(=O)Nc1ccc2c(c1)OC[C@@H](C)N(C(=O)c1ccncc1)C[C@H](C)[C@@H](OC)CN(C)C2=O
Compound | 1 | 2 | 3 | 4 | 5 | 6 | 7 | 8
INS-1E GSIS act | 7 | nt | 2 | -33 | 25 | -18 | -4 | 6
FN deposit inh | 1 | -8 | nt | 5 | 7 | nt | 1 | -2
PGC1a acetyl inh | 8 | 2 | 6 | 0 | 3 | nt | 6 | 0
Statin myotox sup | -1 | 1 | 11 | nt | -4 | 16 | 2 | -6
miR122 inh | -3 | -3 | 1[16.7 µM] | 0[16.7 µM] | nt | 14[16.7 µM] | 5[16.7 µM] | 0[16.7 µM]
F508del corr | 0.9 | nt | -2.1 | -1.0 | -1.4 | 0.2 | -0.9 | 0.2
Cneo AK release | 2 | -3 | -2 | 7 | -15 | -7 | -2 | -1
PglD inh | 13 | 4 | -1 | -2 | 4 | 6 | 2 | 7

9	Cc1csc(NC(=O)CCC(=O)c2cccs2)n1
10	Cc1noc(C)c1S(=O)(=O)Nc1ccc2c(c1)C(=O)N([C@@H](C)CO)C[C@@H](C)[C@@H](CN(C)CC1CCCCC1)OCCCC[C@@H](C)O2
11	CC(=O)Nc1ccc(S(=O)(=O)NCCC(=O)OCC(=O)c2ccc(Br)cc2)cc1
12	COc1cccc(/C=C/C(=O)OCC(=O)NCCc2ccccc2)c1
13	Nc1c(N=Nc2cccc(Cl)c2)c(=O)[nH]n1-c1ccccc1
14	O=C(NCC[C@@H]1CC[C@@H](NS(=O)(=O)c2ccc(F)cc2)[C@@H](CO)O1)Nc1ccc(Cl)cc1
15	O=C(CSCc1ccc(Cl)cc1)N/N=C/c1c(Cl)cccc1Cl
16	Cc1[nH]n(-c2ccc([N+](=O)[O-])cc2)c(=O)c1C=NCCN1CCN(C(=O)c2ccccc2)CC1
Compound | 9 | 10 | 11 | 12 | 13 | 14 | 15 | 16
INS-1E GSIS act | 6 | 11 | 6 | -2 | nt | -37 | 8 | nt
FN deposit inh | 13 | 4 | nt | 1 | nt | -9 | -10 | -3
PGC1a acetyl inh | 9 | 85* | 4 | 15 | -6 | -5 | 7 | -3
Statin myotox sup | nt | -21&-41 | 1 | 4 | -8 | -13 | nt | nt
miR122 inh | nt | -7 | -7 | -1 | 7 | 5[16.7 µM] | 0 | nt
F508del corr | 0.9 | 0.4&3.0 | 0.3 | 0.6 | nt | -0.7 | -0.6 | nt
Cneo AK release | nt | 2&1 | 2 | nt | 1 | 11 | 6 | 0
PglD inh | nt | 0&3 | -5 | nt | 1 | 0 | -2 | 4

17	O=S1(=O)[C@H]2CC3O[C@]2(C[C@@H]3c2ccc(F)cc2)CN1Cc1ccc(Cl)cc1
18	Nc1cc(=O)[nH]c(SCC(=O)c2ccc(O)cc2O)n1
19	NC(=O)c1nsc(C(=O)N(c2ccc(F)cc2)C(C(=O)NCC2CCCO2)c2c[nH]c3ccccc23)c1N (stereo unspecified)
20	CCCCCCCCNC(=O)C(CCC(=O)OCc1ccccc1)NC(C)=O (stereo unspecified)
21	C[C@H]1CN([C@@H](C)CO)C(=O)Cc2cc(NC(=O)CCN3CCOCC3)ccc2O[C@H]1CN(C)Cc1ccc(C(F)(F)F)cc1
22	COc1ccc(S(=O)(=O)Nc2ccc3c(c2)C(=O)N([C@H](C)CO)C[C@H](C)[C@H](CN(C)C(=O)CCC(F)(F)F)OCCCC[C@H](C)O3)cc1
23	COc1ccc(OC)c(N(CC(=O)NCc2cccnc2)S(C)(=O)=O)c1
24	COc1cccc(NC(=O)NNC(=O)CCc2ccc(O)c(O)c2)c1
Compound | 17 | 18 | 19 | 20 | 21 | 22 | 23 | 24
INS-1E GSIS act | 0 | -7 | -2 | -50 | -1 | -15 | nt | 5
FN deposit inh | 0 | -5 | 0 | nt | nt | nt | -6 | 2
PGC1a acetyl inh | nt | 18 | 2 | -2 | 0 | 10 | -3 | 16
Statin myotox sup | 7 | -6 | -45 | 7 | 15 | nt | nt | -2
miR122 inh | -3 | 2 | 4 | 17 | -4[16.7 µM] | -5[16.7 µM] | -11 | -8
F508del corr | 0.6 | -2.1 | 2.1 | nt | 6.6 | 0.7 | nt | -0.5
Cneo AK release | 2 | 7 | 0 | 0 | -3 | 1 | -3 | -1
PglD inh | 7 | 0 | 2 | 2 | 5 | 0 | 6 | -7

25	CCOc1ccc(Nc2nc3ccccc3n3nnnc23)cc1
26	COc1cccc(NC(=O)Nc2ccc3c(c2)C(=O)N(C)[C@H]2CC[C@H](CC(=O)O)O[C@H]2CO3)c1
27	Cc1ccc(C(=O)N(CCc2ccccc2)Cc2ccccc2)cc1S(=O)(=O)N1CCOCC1
28	CCn1c(SCC(=O)Nc2c(C)n(C)n(-c3ccccc3)c2=O)nnc1-c1cccc(C)c1
29	O=C(C[C@@H]1CC[C@@H]2[C@H](COC[C@@H](O)CN2Cc2cc(F)cc(F)c2)O1)Nc1nccs1
30	CCCn1c(N2CCN(C(=O)/C=C/C(=O)O)CC2)nc2ccccc21
31	CCc1cccc(NC(=O)CCCn2c(=O)[nH]c3ccsc3c2=O)c1
32	COCC(=O)Nc1ccc2c(c1)C(=O)N(C)[C@@H]1CC[C@H](CC(=O)NCc3cccc(F)c3)O[C@H]1CO2
Compound | 25 | 26 | 27 | 28 | 29 | 30 | 31 | 32
INS-1E GSIS act | -1 | 2 | -23 | nt | -18 | -8 | 30 | 1
FN deposit inh | nt | 3 | -8 | -7 | -2 | 8 | -4 | -7
PGC1a acetyl inh | 4 | -3 | -21 | 0 | -11 | 10 | 6 | -1
Statin myotox sup | -34 | -36 | -1 | nt | -6 | -4 | -49 | -1
miR122 inh | 15 | -17[16.7 µM] | 39 | -5 | -4[16.7 µM] | -3 | -1 | 0[16.7 µM]
F508del corr | 1.7 | -1.4 | 3.8 | nt | 1.3 | -0.6 | 0.5 | -1.9
Cneo AK release | -1 | 2 | 0 | -1 | 1 | 6 | -2 | 0
PglD inh | -1 | 6 | -3 | 3 | 1 | -3 | 6 | 0

33	Cc1[nH]c2ccccc2c1C(=O)CSC(=S)N(C)C1CCCCC1
34	CN(CCO)S(=O)(=O)c1ccc2c(c1)C(=NN)c1cc(S(=O)(=O)N(C)CCO)ccc1-2
35	Cc1ccc(S(=O)(=O)Nc2ccc(N3CCOCC3)cc2)cc1
36	CSc1ccc(/C=C/C(=O)OCC(=O)N2CCCCCC2)cc1
37	Cc1cccc(NC(=O)C[n+]2ccccc2)c1
38	CCCCCn1c(=O)c(C(=O)OCC)c(O)c2ccccc21
39	C[C@H]1CN([C@@H](C)CO)S(=O)(=O)c2ccc(C#CC3(O)CCCC3)cc2O[C@@H]1CN(C)CC1CC1
40	CC(=O)N1c2ccc(S(=O)(=O)NCCC(=O)N(C)C3CCCCC3)cc2CC1C (stereo unspecified)
Compound | 33 | 34 | 35 | 36 | 37 | 38 | 39 | 40
INS-1E GSIS act | 0 | 3 | nt | nt | 11 | nt | 32 | -6
FN deposit inh | 6 | 3 | nt | nt | 1 | nt | -10 | -2
PGC1a acetyl inh | 1 | -5 | -9 | 38 | -5 | -1 | -5 | -5
Statin myotox sup | nt | -12 | 2 | 1 | -2 | 16 | -50 | 7
miR122 inh | -9 | 4 | 2 | -5 | -4 | -2 | 2[16.7 µM] | 1
F508del corr | nt | 0.7 | nt | 1.7 | -1.3 | nt | -1.8 | -1.1
Cneo AK release | 0 | -3 | -2 | 2 | 3 | -2 | 3 | 1
PglD inh | -13 | 5 | -2 | -2 | -4 | 1 | 2 | -1

41	CCC(C)(C)C1CCC(=NNc2nc3ccccc3[nH]2)CC1 (stereo unspecified)
42	O=C(CCN1C(=O)C2CC=CCC2C1=O)OCC(=O)c1ccc(F)cc1 (stereo unspecified)
43	c1ccc2c(c1)CCN(C1CCCCC1)C2
44	COC(=O)c1sccc1NC(=O)CC1C(=O)NCCN1C(=O)Nc1cc(Cl)ccc1OC (stereo unspecified)
45	Cc1ccc([C@H]2C[C@H](O)[C@@H](n3cc(C4CC4)nn3)CN2Cc2cccs2)cc1
Compound | 41 | 42 | 43 | 44 | 45
INS-1E GSIS act | -1 | nt | 3 | -14 | -35
FN deposit inh | -4 | 6 | 1 | -10 | 0
PGC1a acetyl inh | nt | -5 | -8 | 13 | nt
Statin myotox sup | nt | -14 | -6 | nt | 28
miR122 inh | nt | -6 | 2 | -2 | 0
F508del corr | nt | 3.1 | 3.2 | -0.1 | 0.9
Cneo AK release | 0 | 2 | -1 | 0 | 1
PglD inh | 0 | -5 | 0 | 7 | -2
